# Growth percent in the NCI-60 one-dose screen (48 h, 10 µM unless noted): 100 = growth as untreated, 0 = no growth, -100 = all killed.
# HCC-2998 = HCC-2998 colon cancer; hit rate 4.7% among 79,000; AID 1794799
# HCT-15 = HCT-15 colon cancer | hit rate 5.2% among 82,000 | AID 1794746
# KM12 = KM12 colon cancer cells; hit rate 5% among 82,000; AID 1794800
# SW-620 = SW-620 colon cancer. AID 1794795. hit rate 5.2% among 82,000
# HT29 = HT29 colon cancer; hit rate 7.4% among 81,000; AID 1794748
# A498 = A498 renal cancer cells | hit rate 5.4% among 76,000
# COLO 205 = COLO 205 colon cancer; hit rate 7.3% among 79,000
# SNB-75 = SNB-75 CNS cancer; hit rate 5% among 79,000; AID 1794750
# HCT-116 = HCT-116 colon cancer. hit rate 7.3% among 82,000. AID 1794798
# * marks the source's active call; other numbers are inactive results; · = no result given; & = joins results of further samples. How the source made its calls: active means growth percent below 10; inactive means the rest. Compounds as they come; 12% or so of the library scored in one or more.
SMILES	HCC-2998	HCT-15	KM12	SW-620	HT29	A498	COLO 205	SNB-75	HCT-116
COc1ccc2c(c1)/C(=C\c1c[nH]c3ccccc13)C(=O)N2	103	67	20	104	102	114	99	57	87
CCOC(=O)C1CCN(c2ccc(N3C[C@H](CNC(=O)c4ccc(C(=N)N)cc4)OC3=O)cc2)CC1	118	104	103	97	106	95	104	90	99
O=C(O)/C=C\C(=O)NNc1ccc(Cl)cc1Cl	115	109	100	101	104	120	102	88	72
CCOC(=O)c1sc(/N=C2\C(=O)Nc3ccc(OC)cc32)nc1C	99	115	96	112	92	·	94	68	103
CS(=O)(=O)c1ccc(N)cc1	112	109	113	108	101	92	112	99	111
O=[N+]([O-])Cc1c2ccccc2nc2ccccc12	114	105	100	99	106	113	107	89	105
COc1cc2cc(Oc3ccc(NC(=O)c4cc(Cl)cc(Cl)c4)cc3)c(C)nc2cc1OC	102	71	72	94	64	60	66	82	52
CCOC(=S)Nc1ccc(S(=O)(=O)Nc2ccc(Cl)nn2)cc1	109	109	103	98	119	85	122	93	106
Nc1nc(-c2ccccc2)ns1	109	97&100	97&101	101&94	105&100	111&94	104&113	61&81	101&104
COc1cc2c(cc1O)[C@@]1(C)[C@H](c3ccccc3Br)OC(=O)N1CC2	99	95	90	104	97	90	117	102	77
S=C(N/N=C/c1ccc(I)cc1)NC12CC3CC(CC(C3)C1)C2	121	91	103	113	80	118	111	109	109
CC(C)(C)OC(=O)N1C(=O)c2c(c3c4ccc(Br)cc4oc3c3[nH]c4ccccc4c23)C1=O	109	105	92	84	103	122	105	87	100
N#CCCNC=O	109	101	102	97	100	100	109	77	97
CCNC1CCC(Nc2ccnc3cc(Cl)ccc23)CC1 (configuration not stated)	102	98	96	94	78	78	64	73	78
COC(=O)c1cnc2c(c1)Oc1ccc(Cl)cc1-c1cc(C)nn1-2	92	87	86	66	82	99	72	92	43
CC12CC[C@@H]3[C@]4(C)COC(c5ccccn5)O[C@@H]4CC[C@@]3(C)[C@@H]1CC(C1=CCOC1=O)O2 (some centres not stated)	109	106	111	108	114	105	115	88	109
CCCCN(CCCC)C(C)C(O)c1ccc2c3c(cccc13)CC2 (configuration not stated)	97	104	99	89	28	94	93	100	55
N=C(N)SCc1ccc(Br)cc1	108	91	86	84	76	100	96	87	96
CCC(c1ccc(OC)cc1)C(CC)c1ccc(N(C)C)cc1 (configuration not stated)	95	97	88	92	78	112	104	78	94
CCN1C(=S)N(CC)C2C1NC(=O)N2/N=C/C=C/c1ccccc1[N+](=O)[O-] (configuration not stated)	109	81	90	99	101	102	119	81	102
CN(CCO)c1ncnc2c1ncn2C	106	106	98	105	105	80	·	90	105
CCCCCOC(=O)c1nc(NCC2CCCCC2)sc1N	114	99	100	108	106	95	112	103	96
Cn1nc(C(F)(F)F)c(-c2cc(C(F)(F)F)cc(C(F)(F)F)c2)c1-c1ccc(OCc2ccc(Cl)cc2)cc1O	5.8*	7.5*	5.0*	13	3.8*	-27*	-91*	4.9*	3.6*
CC1=C(C)CS(=O)(=O)[C@@]2(C1)Cc1c(C)cccc1C2=O	103	106	100	105	94	·	106	92	99
CC(C)CCC[C@@H](C)[C@H]1CC[C@H]2[C@@H](Nc3ccc(O)cc3)CCC[C@]12C	122	71	88	114	89	68	95	76	85
Nc1ccc(CCCC(=O)O)cc1	104	102	106	104	101	105	119	84	105
CCC(C)CC(CC)NCCN1CCN(C(CC)CC(C)CC)C1=S (configuration not stated)	-46*	23	24	29	-25*	62	·	·	16
O=C(Nc1ccccc1)c1cc(-c2ccccn2)nc2ccccc12	124	103	111	99	110	100	131	79	101
C=CCC(O)(CC=C)CCC	92	97	104	112	102	110	120	88	93
CC(=O)Oc1ccc(C)cc1	101	102&111	98&109	97&106	116&109	92&108	103&105	88&90	96&111
O=[N+]([O-])c1ccc(/C=C/C=C/C2(CCl)OCCO2)cc1	94	105	104	·	104	·	135	109	96
COc1cc(OC)cc(-c2cncn2-c2ccc(-c3nc4ccc(F)cc4s3)cc2)c1	97	83	92	91	89	·	118	97	84
O=C(COCC(=O)N/N=C/c1ccc(Cl)cc1)N/N=C/c1ccc(Cl)cc1	104	103	98	112	108	72	108	106	99
C/C=C/C1=CN2C(=O)c3cc(OC4OC(C)C(NC)C(C)(O)C4O)c(C)c(O)c3N=C[C@@H]2C1 (some centres not stated)	-57*	4.2*	-61*	-15*	5.2*	-83*	-49*	·	1.6*
Nn1c(-c2ccccn2)nn2c(=O)c3cnn(-c4ccccc4)c3nc12	105	102	108	95	98	112	104	80	96
O=C(Nc1ccccc1-c1nc2ccccc2c(=O)[nH]1)c1cc2ccccc2[nH]1	104	99	88	94	92	119	103	63	83
CCc1ccc(C2CC(c3ccc(Cl)cc3)=NN2c2ccc(S(N)(=O)=O)cc2)cc1 (configuration not stated)	107	89	96	96	95	112	111	107	57
N#Cc1c(-c2cccc(F)c2)cc(-c2ccncc2)[nH]c1=O	117	102	99	99	107	92	112	92	103
Nc1c2c(c(O)c3c1=C(CO)C=N3)=NCCS2	-94*	-87*	-70*	-76*	-21*	-88*	-73*	-79*	-91*
CO[C@@H]1C2=CC=CC=C[C@H]2n2c(=O)n(C)c(=O)n21	101	98	117	97	105	92	103	88	103
Cc1ccc(S(=O)(=O)NCCC(O)CC(C)c2ccc3ccccc3c2)cc1 (configuration not stated)	115	64	98	98	110	98	120	92	101
CCC(C)CC(C)C(=O)C1=C(O)/C(=C\c2ccc(O)cc2)NC1=O (configuration not stated)	104	71	106	101	116	93	117	91	96
Cc1cc(C(=O)O)c(C)n1-c1cccc(C(=O)O)c1	101	9.5*	98	45	28	93	92	121	35
Cc1cc(Cl)ccc1NC(=O)Nc1ccc(-c2ccc3c(c2)NC(=O)/C3=C\c2ccc[nH]2)cc1	118	93	26	89	109	119	130	99	108
COc1ccc(Nc2ncnc3c2c(C)nn3-c2ccc([N+](=O)[O-])cc2)cc1	102	92	102	103	102	79	109	92	107

# Only COLO 205, SNB-75 and KM12, for 6 of the compounds above:
SMILES	COLO 205	SNB-75	KM12
O=C(Nc1ccccc1-c1nc2ccccc2c(=O)[nH]1)c1cc2ccccc2[nH]1	103	63	88
CCc1ccc(C2CC(c3ccc(Cl)cc3)=NN2c2ccc(S(N)(=O)=O)cc2)cc1 (configuration not stated)	111	107	96
N#Cc1c(-c2cccc(F)c2)cc(-c2ccncc2)[nH]c1=O	112	92	99
Nc1c2c(c(O)c3c1=C(CO)C=N3)=NCCS2	-73*	-79*	-70*
CO[C@@H]1C2=CC=CC=C[C@H]2n2c(=O)n(C)c(=O)n21	103	88	117
Cc1ccc(S(=O)(=O)NCCC(O)CC(C)c2ccc3ccccc3c2)cc1 (configuration not stated)	120	92	98

# Entries listed so far that contain bromine, in the order listed:
SMILES	HCC-2998	HCT-15	KM12	SW-620	HT29	A498	COLO 205	SNB-75	HCT-116
COc1cc2c(cc1O)[C@@]1(C)[C@H](c3ccccc3Br)OC(=O)N1CC2	99	95	90	104	97	90	117	102	77
CC(C)(C)OC(=O)N1C(=O)c2c(c3c4ccc(Br)cc4oc3c3[nH]c4ccccc4c23)C1=O	109	105	92	84	103	122	105	87	100
N=C(N)SCc1ccc(Br)cc1	108	91	86	84	76	100	96	87	96

# Other results.
SMILES	HCC-2998	HCT-15	KM12	SW-620	HT29	A498	COLO 205	SNB-75	HCT-116
N#CC1=C(c2ccccc2)Nc2c(c(-c3ccc(Cl)cc3)nn2-c2ccccc2)C12C(=O)Nc1ccccc12 (configuration not stated)	91	84	99	97	66	43	55	57	79
Cn1ncc2c(=O)nc3c(-c4ccccc4)n[nH]n3c21	99	104	113	107	103	112	119	96	98
O=C(NNc1ccc([N+](=O)[O-])cn1)Nc1ccc(Cl)cc1	107	101	103	98	104	81	105	93	108
Clc1cccc(Nc2ncnc3ccc(-c4cnc5[nH]ccc5c4)cc23)c1	95	69	73	107	54	23	83	85	75
CC(=O)Oc1ccc(N2C(=O)C=CC2=O)cc1	98&107	97&99	102&103	97&15	99&102	119&112	94&18	93&117	95&84
O=C(NCCc1ccccn1)OCc1ccc2c(Cl)cc(Cl)c(O)c2n1	96	23	80	90	110	105	110	79	47
CCC1(C2CCCC2)NC(=O)NC1=O (configuration not stated)	·	92	116	104	95	100	108	94	99
Cc1ccc(Cn2c(-c3cccs3)nc3ccccc32)cc1	95	82	96	81	93	80	110	62	76
COc1ccc(/C=C2\N=C(c3ccccc3)N(c3cc(OC)c(OC)cc3C(=O)N3N=C(C)CC3=O)C2=O)cc1O	115	99	103	107	107	101	110	·	102
C=C1c2c(Cl)ccc(O)c2C(O)=C2C(=O)[C@]3(O)C(O)=C(C(N)=O)C(=O)[C@@H](N(C)C)[C@@H]3[C@@H](O)[C@H]12	8.2*	14	1.3*	16	11	-10*	22	0.4*	2.8*
CN1CCc2nc3sc(C(=O)Nc4ccccc4)c(N)c3cc2C1	95	108	99	95	99	91	106	105	97
CCCCCCSc1ccc(C)cc1	101	99	103	92	103	·	99	86	79
Cn1cc(-c2csc(-c3cn(C)c4ncccc34)n2)c2cccnc21	99	91	96	92	99	76	·	76	95
O=C1CCC(Nc2ccc([N+](=O)[O-])cc2)N1 (configuration not stated)	108	81	80	97	98	105	104	90	100
Cc1cc(NS(=O)(=O)c2ccc(Nc3nc(O)c(/C=C4\C=Nc5ccccc54)s3)cc2)no1	104	107	105	99	122	97	129	83	101
CCCC(=O)c1cccs1	100	100	105	101	98	61	111	88	100
O=C(O)C(Cc1ccccc1)C(=O)O	106	103	107	105	123	89	110	96	97
Cc1cc(NC(=O)c2ccc(N)cc2)ccc1N=Nc1ccc2c(O)c(N=Nc3ccc(Cl)c(S(=O)(=O)O)c3)c(S(=O)(=O)O)cc2c1	73	84	90	93	91	89	117	104	72
CC[C@@H](C(=O)[C@@H](C)[C@@H](O)[C@H](C)[C@@H]1O[C@@H]([C@@H](CC)C(=O)NCCc2ccc(F)cc2)CC[C@@H]1C)C1O[C@]2(C=CC(=O)[C@]3(CC[C@@](C)([C@H]4CC[C@](O)(CC)[C@H](C)O4)O3)O2)[C@H](C)C[C@@H]1C (some centres not stated)	64	29	43	40	47	35	30	21	17
O=C1c2ccccc2C2NCCCN12 (configuration not stated)	100	112	113	108	116	118	104	93	109
Cc1noc(C)c1CSc1nc2ccccc2n1-c1ccccc1	112	106	101	95	106	48	105	31	93
O=C1c2ccccc2CC2(O)C(c3ccccc3)NCC(O)CN12 (configuration not stated)	111	102	100	105	110	101	111	98	117
Cc1cc(NS(=O)(=O)c2ccc(-c3ccccc3)cc2)c2ccccc2n1	89	82	90	85	58	78	99	94	65
c1cnc2ccc3c(c2c1)COCO3	110	98	100	106	115	92	120	99	102
N#C/C(=C\c1c(Cl)cccc1Cl)c1nc(-c2ccc(Cl)cc2)cs1	102	87	85	102	77	93	104	87	64
COc1ccc(Cc2nnc3sc(-c4sc(C)nc4C)nn23)cc1	93	111	101	111	109	96	120	94	109
CCCCCCCCCCCCCCCCCCNC(=O)Oc1cc(C)ccc1C(C)C	104	108	·	103	107	114	113	82	96
Nc1ncc(-c2ccc3ncnc(N4CCc5ccc(Cl)cc54)c3c2)cc1C(F)(F)F	22	15	13	35	9.3*	-63*	7.3*	-23*	23
COc1ccc(-c2nc3c(c(=O)[nH]2)C(c2ccc(Cl)cc2)c2sc4c(C)cccc4c2O3)cc1 (configuration not stated)	111	71	84	101	107	91	116	73	86
CCOCCOC(=O)c1ccccc1Cl	108	106	104	115	110	102	112	95	106
CC(=O)Oc1cc(C(=O)N[C@@H](Cc2ccccc2)C(O)C(=O)NCc2ccccc2)cc(OC(C)=O)c1OC(C)=O (some centres not stated)	101	106	104	109	106	94	127	97	101
CCOC(=O)C(=O)C=P(c1ccccc1)(c1ccccc1)c1ccccc1	107	102	100	114	106	105	110	·	100
CCOC(=O)c1nn(C2CCCCO2)c2ccc(NC(=O)CN3CCCCC3)cc12 (configuration not stated)	103	104	104	98	107	81	115	80	87
Cc1cc(C)nc(NS(=O)(=O)c2ccc(N/C(N)=N/c3nccc(-c4ccco4)n3)cc2)n1	130	100	103	105	112	122	112	78	106
CCOc1c(C#N)c(Nc2ccc(S(N)(=O)=O)cc2)c(C#N)c(=O)n1C(=S)Nc1ccccc1	107	108	104	104	107	·	106	102	111
COc1ccc(-c2c3c(nn2Cc2ccccc2)CCc2cnoc2-3)cc1	95	108	102	106	90	97	123	93	92
CCOc1ccc(NC(=O)NCc2ccco2)cc1	107	97	100	105	115	92	118	109	105
Cc1nc([N+](=O)[O-])cn1CC(Cl)Cn1cc([N+](=O)[O-])nc1C	112&101	103&95	109&99	99&105	105&107	98&124	112&104	93&85	100&90
O=C1Nc2ccc(F)cc2/C1=C/C(=O)c1cc2ccccc2oc1=O	121	63	101	21	115	128	105	91	89
CC1=C(NCCN2CCCC2)C(=O)c2c(OCc3cccc(Cl)c3)cccc2C1=O	84	57	81	85	26	47	70	75	44
O=C(Cc1ccc2c(c1)CN(C1CCC(=O)NC1=O)C2=O)NCc1cccc2ccccc12 (configuration not stated)	-49*	-30*	-7.3*	5.1*	3.7*	-13*	-36*	-33*	9.6*
CN(C)c1ccc(N=Cc2ccccc2)cc1	102	104	104	105	102	102	125	79	95
CCOC(=O)Nc1c(Cl)[nH]c(=O)n(C)c1=O	106	109	108	114	111	116	105	82	110
O=C(Nc1ccc(N=Nc2ccc(S(=O)(=O)O)cc2)cc1)c1ccc(N=Nc2cc(S(=O)(=O)O)c3ccccc3c2O)cc1	107	104	106	103	110	116	107	100	109

# Source: PubChem
